# Source: PubChem
# Vif imaging – HIV Vif inhibition; HEK293T cells, Vif self-association by quenched fluorescence, imaging, 24 h; inhibition, % at 7.49 µM; 0.35% of 340,000 active; AID 602346; in the data active = inhibition above about 50%, passing the limit was not always enough; note: some results filed as inactive read as strong as hits
# MC4R antagonist – antagonists of human melanocortin 4 receptor (MC4R); 0.48% of 360,000 active; MC4R-expressing cells, MTII-stimulated cAMP, LANCE TR-FRET; inhibition, % at 6.5 µM; AID 540295;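 active = inhibition above its plate's cutoff, the mean of tested wells on that plate plus 3 SD, cut at about 29% in these data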;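 note: 0% = Melanotan II alone and 100% = Melanotan II plus saturating MCL0020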
#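 Assay system: U2OS-MC4R stable cell line; Also added: Melanotan II; Technique: Eu-cAMP/anti-cAMP TR-FRET, emission 671 nm; Times: 30-min compound, 1-h challenge, 1-h detection, room temperature.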
# MC4R ag barr – agonists of human melanocortin 4 receptor (MC4R) beta-arrestin | P32245 | U2OS MC4R beta-arrestin complementation, luminescence; percent of melanotan II response, DMSO zero | activation, % at 8.9 µM | 0.98% of 360,000 active | AID 540308;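 active = activation above a per-plate cutoff, the mean activation of sample wells on that plate plus 3 SD, cut at about 8% in these data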
# Granule exo inh – blocks lytic granule exocytosis; TALL-104 LAMP-1 surface exposure, flow cytometry; cells stimulated with thapsigargin and PMA; inhibition, % at 10 µM; 0.66% of 360,000 active; AID 651702;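 active = inhibition above about 55%, limit read from the data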
# NOD2-RIPK2 inh – inhibitors of human NOD2-RIPK2 interaction | O43353 | CHO BLA complementation NOD2-RIPK2, CCF4 ratio | inhibition, % at 4.98 µM | 0.38% of 360,000 active | AID 624267; in the data active = inhibition above about 21%;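 note: 0% = vehicle only and 100% = reference blocker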
# ABCB6 inh MLPCN – inhibitors of human ABC transporter ABCB6. Q9NP58. K562-ABCB6 porphyrin accumulation, flow cytometry, 1 h; hits give low values. fluorescence ratio to DMSO, % at 10 µM. 0.19% of 360,000 active. AID 602162;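 active = fluorescence ratio to DMSO below 75%, the collection mean minus 3 SD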;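 note: signal is porphyrin accumulated inside mitochondria; 100% equals median channel fluorescence of DMSO control wells; lower ratio means ABCB6 inhibition with less porphyrin fluorescence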
# Target sequence (Q9NP58 whole entry, looked up): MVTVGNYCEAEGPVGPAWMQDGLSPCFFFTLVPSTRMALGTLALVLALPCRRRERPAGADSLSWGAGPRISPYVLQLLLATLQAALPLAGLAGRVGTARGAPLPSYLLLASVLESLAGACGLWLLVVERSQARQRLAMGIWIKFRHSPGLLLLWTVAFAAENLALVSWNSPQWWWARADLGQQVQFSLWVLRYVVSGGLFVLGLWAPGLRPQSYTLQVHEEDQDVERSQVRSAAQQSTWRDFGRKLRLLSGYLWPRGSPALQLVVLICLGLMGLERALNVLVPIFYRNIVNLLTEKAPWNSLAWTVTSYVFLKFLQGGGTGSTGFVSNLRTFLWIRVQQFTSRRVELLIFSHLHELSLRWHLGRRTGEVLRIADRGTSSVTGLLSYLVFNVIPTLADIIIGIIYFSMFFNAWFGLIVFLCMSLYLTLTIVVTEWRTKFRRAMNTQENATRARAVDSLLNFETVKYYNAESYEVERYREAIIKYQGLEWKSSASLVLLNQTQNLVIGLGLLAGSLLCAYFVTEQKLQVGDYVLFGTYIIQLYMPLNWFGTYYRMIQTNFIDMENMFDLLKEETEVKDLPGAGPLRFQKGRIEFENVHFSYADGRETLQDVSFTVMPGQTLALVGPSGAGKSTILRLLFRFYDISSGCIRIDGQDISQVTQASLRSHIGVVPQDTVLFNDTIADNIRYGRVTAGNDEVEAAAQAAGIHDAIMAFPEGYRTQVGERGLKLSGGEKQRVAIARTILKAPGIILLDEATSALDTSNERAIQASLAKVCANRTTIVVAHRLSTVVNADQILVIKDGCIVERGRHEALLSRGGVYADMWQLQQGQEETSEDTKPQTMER
# aDG glyco up – increases alpha dystroglycan glycosylation. Pro5-aDG cells, alpha-DG glycosylation AlphaScreen (IIH6); 0% Pro5, 100% B10-LARGE cell signal. activation, % at 10 µM. 0.22% of 360,000 active;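 active = activation of at least 8% versus controls, or a plate z-score of at least 8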;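 note: Pro5 are CHO cells carrying HIG-tagged alpha-DG that lacks glycosylation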
# TLR9-MyD88 block – blocks human TLR9 binding to MyD88. Q9NR96+Q99836. CHO BLA complementation TLR9-MyD88, CCF4 FRET ratio. inhibition, % at 4.98 µM. 0.21% of 340,000 active. AID 504734;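 active = inhibition above the mean over all tested compounds plus 3 SD, cut at about 21% in these data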;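 note: 0% = DMSO only wells and 100% = clavulanate BLA inhibitor control wells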
# ABHD5 PLIN5 PPI – inhibitors of human ABHD5-perilipin-5 interaction | Q00G26+Q8WTS1 | Split G. princeps luciferase complementation, luminescence, 4 h | inhibition, % at 4 µM | 0.78% of 360,000 active;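 active = inhibition above the mean inhibition across every tested compound plus 3 SD, cut at about 22% in these data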;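 note: 0% = DMSO only wells and the 100% control is not disclosed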
# Glyco luc inh – blocks N-linked glycosylation in D54 reporter cells; reporter increase, % at 12.5 µM; 0.23% of 360,000 active; D54 ERlucT glycosylation luciferase reporter, 24 h; percent of 100 nM tunicamycin response;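 active = mean luciferase reporter signal, scaled so untreated is 0 and the glycosylation-blocking control 100, at or above a set limit in every replicate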;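 note: luciferase carries N-glycosylation sites so blocking glycosylation raises the light; 0% = median of neutral control wells and 100% = median of 100 nM tunicamycin wells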
# * = called active by the depositor; nt = not tested or not shown. The list is partial; the hit share may differ from the screen's.
SMILES,Vif imaging,MC4R antagonist,MC4R ag barr,Granule exo inh,NOD2-RIPK2 inh,ABCB6 inh MLPCN,aDG glyco up,TLR9-MyD88 block,ABHD5 PLIN5 PPI,Glyco luc inh
O=C(O)Cc1cn(Cc2cccc(Cl)c2)c2ccccc12,-5,-2,2.4,1,4,101,-0.1,-9,15,-1
O=C1NC(Cc2ccccc2)c2nc3cc(F)c(F)cc3c(=O)n2-c2cc3ccccc3cc21 (configuration not stated),8,4,0.4,-1,-12,104,4.3,-5,5,4
COc1cc(C(=O)Nc2ccc3c(c2)N(C(=O)CN2CCN(C)CC2)c2ccccc2CC3)cc(OC)c1OC,11,4,0.2,-4,-6,94,0.1,-5,1,8
CN(CC(=O)NNC(=O)Cc1ccccc1F)S(=O)(=O)c1ccc(Cl)cc1,nt,1,1.8,12,-12,95,0.0,-5,-6,-1
COc1ccc2c(c1)C(=O)N(c1ccccc1C)C(=O)C2(C)C,1,4,-1.3,-2,-11,93,-0.1,6,-2,0
O=C(CN1CCN(c2ccccc2)CC1)Nc1ccccc1C(F)(F)F,-8,4,0.2,0,1,98,0.0,-7,-11,2
COc1ccc(C(=O)N/N=C/c2ccc(OC)c(CN3CCc4cc(OC)c(OC)cc4C3C)c2)cc1 (configuration not stated),-4,10,-1.9,-3,-5,92,-0.1,-9,0,-4
Cc1ccc(S(=O)(=O)N2CCC(C(=O)NNS(=O)(=O)c3ccc(Cl)cc3)CC2)cc1,-2,13,-0.5,-1,-4,91,0.0,-3,1,-1
CCOc1cc(C2C(C(=O)O)c3cc(OCC)c(OCC)cc3C(=O)N2C)ccc1O (configuration not stated),7,4,-0.6,0,-6,89,-0.2,-9,4,0
CCN1CCN(CC(=O)c2c[nH]c3ccc(C)cc23)CC1,1,7,-1.8,5,3,92,-0.3,-4,0,1
COc1cc(C2c3sc(=O)[nH]c3SC3C4CCC(C4)C23)ccc1O (configuration not stated),2,13,2.9,-7,-3,97,0.1,0,-10,2
COc1ccc(Cl)cc1NC(=O)CN(C)C(=O)COc1ccccc1F,14,17,2.2,-1,-7,96,0.0,7,9,2

# Fetched by compound from above, three records:
SMILES,Vif imaging,MC4R antagonist,MC4R ag barr,Granule exo inh,NOD2-RIPK2 inh,ABCB6 inh MLPCN,aDG glyco up,TLR9-MyD88 block,ABHD5 PLIN5 PPI,Glyco luc inh
COc1cc(C2c3sc(=O)[nH]c3SC3C4CCC(C4)C23)ccc1O (configuration not stated),2,13,2.9,-7,-3,97,0.1,0,-10,2
CCOc1cc(C2C(C(=O)O)c3cc(OCC)c(OCC)cc3C(=O)N2C)ccc1O (configuration not stated),7,4,-0.6,0,-6,89,-0.2,-9,4,0
O=C(CN1CCN(c2ccccc2)CC1)Nc1ccccc1C(F)(F)F,-8,4,0.2,0,1,98,0.0,-7,-11,2

# The results go on.
SMILES,Vif imaging,MC4R antagonist,MC4R ag barr,Granule exo inh,NOD2-RIPK2 inh,ABCB6 inh MLPCN,aDG glyco up,TLR9-MyD88 block,ABHD5 PLIN5 PPI,Glyco luc inh
NC(=O)C1=C[C@H](c2ccc(Br)cc2)C[C@H](OCc2ccc(CO)cc2)O1,10,6,-1.6,-12,11,98,0.2,2,-7,3
O=C(c1ccco1)N1CCN(C(c2ccccn2)c2nnnn2C2CCCC2)CC1 (configuration not stated),6,6,-0.6,5,6,98,0.0,-4,-1,3
Cc1c(C(=O)NCCCN2CCCC2=O)oc2ccccc12,5,-6,-0.6,0,3,103,-0.1,-16,-4,-1
Cc1ccc(NC(=O)C(Nc2ccccc2)c2ccccc2)cc1 (configuration not stated),0,2,-1.6,-1,-8,105,0.0,4,2,5
O=C(NCCc1cccs1)Nc1ccc2nc([C@@H]3O[C@H](CO)[C@@H](O)[C@H]3O)[nH]c2c1,-2,18,0.4,-10,17,103,-0.2,nt,0,3
Cc1ccc(/C=N/NC(=O)C2CC(=O)N(c3ccccc3)C2)s1 (configuration not stated),-3,2,1.2,0,-2,103,-0.1,-5,-4,11
COc1ccc(-n2nc(C(=O)NCC(=O)N3CCN(c4ccccn4)CC3)c3ccccc3c2=O)cc1OC,-9,2,3.8,2,7,99,-0.7,2,11,-1
O=C(Nc1nc2ccccc2s1)C1CCCN1S(=O)(=O)c1ccc(Cl)cc1 (configuration not stated),-8,11,7.1,0,8,104,-0.1,5,-5,1
CCOC(=O)c1sc(NC(=O)CC)nc1C,-1,2,-1.0,2,-2,107,-0.3,-6,-1,2
CCOC(=O)c1ccc(NC(=O)NC2CC3CCC(C2)N3C(=S)NC)cc1 (configuration not stated),-3,19,2.9,11,-1,98,-0.1,-1,-5,1
CC(=O)c1cccc(NC(=S)Nc2ccc(F)cc2)c1,-2,1,0.1,-1,-9,106,0.0,6,1,1
C/C(=N\NC(=O)C(=O)Nc1cccc(Cl)c1)c1ccncc1,-3,11,-2.4,-6,-1,94,-0.1,4,2,-1
COC(=O)Cn1nc(-c2ccccc2)n(-c2ccccc2)c1=S,13,2,-0.3,0,4,97,-0.2,-6,-7,2
CCN(CC(=O)NCc1cccs1)S(=O)(=O)c1ccc(F)c(F)c1F,18,0,-0.8,2,2,98,0.3,1,8,-1
Cc1ccc(S(=O)(=O)Nc2nc3ccccc3nc2N2CCc3ccccc3C2)cc1,-2,4,-1.8,6,-7,100,0.0,-7,5,-3
CN1C(=O)c2ccccc2Sc2ccc(NC(=O)N3CCOCC3)cc21,6,26,1.5,0,-8,99,0.4,-24,-4,1
CC(=O)c1ccc(N2CCN(C(=S)Nc3ccccc3C(F)(F)F)CC2)cc1,-9,4,-0.3,2,1,101,1.0,-5,-1,-1
CCCCOC(=O)c1ccc(NC(=O)COC(=O)C2CSC3(C)CCC(=O)N23)cc1 (configuration not stated),-5,6,-2.5,4,2,99,0.1,-1,-12,-4
CCCc1cc(C(=O)N/N=C/c2ccc(C)o2)c2ccccc2n1,nt,9,-0.8,-1,0,90,-0.6,-13,6,19
CCOc1ccc(N(CC(=O)NC2CCCCCC2)S(=O)(=O)c2ccccc2)cc1,2,7,-1.7,1,-17,100,0.2,0,-1,-4
O=C(/C=C/c1ccc2c(c1)OCO2)NCCCN1CCOCC1,-2,-1,0.8,-1,-14,93,-0.3,-2,0,2
COc1ccc(-c2ccc(CN3C(CC(C)C)C(=O)N(Cc4cn(CC5CCCCC5)nn4)CCS3(=O)=O)cc2)cn1 (configuration not stated),-4,5,2.1,-8,2,92,0.4,-12,0,4
CCOc1ccccc1NC(=O)Cn1c(=O)c(OCC)nc2cnccc21,0,11,-2.4,6,-6,100,-0.1,-5,-2,1
COc1ccc(S(=O)(=O)NCCc2ccccn2)cc1,5,4,-0.6,-23,-2,98,0.0,3,5,0
Cc1cccc(C(=O)OCC(=O)Nc2ccc(F)cc2)c1,1,-5,-2.5,-1,-7,162,0.0,2,1,0
c1ccc2[nH]c(-c3cscn3)nc2c1,9,6,0.6,-4,-1,94,-0.1,11,4,-1
COCCn1c(SCC(=O)N2CCCc3ccccc32)nnc1-c1ccco1,nt,-1,-1.6,1,-4,95,-0.1,11,3,-1
COc1cccc(CNCCSc2nnnn2C)c1OC,13,15,-0.6,0,-7,102,2.3,4,-2,1
CCOC(=O)N1CCN(C(=O)CCSCCc2ccncc2)CC1,11,2,-1.8,-5,-6,114,-0.2,-4,2,1
COc1cccc(-c2nnc(SCC(=O)N3CCCc4ccccc43)o2)c1,3,5,-2.4,-1,-2,97,-0.1,-9,-3,4
Cc1ccccc1NC(=O)NCCN1C(=O)C2C3C=CC(C3)C2C1=O (configuration not stated),0,9,0.4,13,-12,96,0.0,-6,2,-7
C=CCN(C(=O)CSc1nc2c(sc3ccccc32)c(=O)n1CCN(CC)CC)c1ccccc1,1,2,4.0,54,2,95,1.5,-15,-7,-3
O=C(CCn1cccc1)Nc1cc(F)ccc1F,-7,-1,-0.5,-2,-3,112,-0.1,-9,2,3
COc1ccc(CNC(=O)C2CCN(C(=O)c3ccc(F)cc3)CC2)cc1OC,-10,1,-2.3,2,4,98,-0.1,-8,-3,4
CCC(C)NC(=O)c1cc(-c2ccccc2O)on1 (configuration not stated),-4,3,-2.6,-4,3,99,-0.5,12,8,0
Cc1ccc(NS(=O)(=O)c2ccc3[nH]c(=O)[nH]c3c2)cc1,3,0,-1.5,-2,-1,98,0.1,-6,-6,1
O=C(Nc1ccc(Br)cc1)c1cccc(S(=O)(=O)Nc2ccccn2)c1,0,1,-1.5,-1,-9,89,0.2,-10,2,3
Cc1ncc([N+](=O)[O-])n1CCOC(=O)Nc1ccc([N+](=O)[O-])cc1,3,9,-2.3,1,-8,122,0.0,-6,1,3
N#Cc1cn(Cc2ccncc2)c(=O)[nH]c1=O,34,5,-2.3,3,-5,99,-0.2,-6,-3,1
Cc1ccc(S(=O)(=O)N2CCC(C(=O)N[C@@H](C)C(=O)Nc3ccc4c(c3)OCO4)CC2)cc1,-1,5,-2.1,-2,0,99,-0.2,16,3,1
CCC(CCNC(=O)c1ccccc1)(CCNC(=O)c1ccccc1)[N+](=O)[O-],6,3,1.6,-1,5,98,0.0,-13,-6,17
Cc1ccc(S(=O)(=O)N2CCN(C(=O)c3c(-c4ccccc4)noc3C)CC2)c(C)c1,-11,5,2.0,14,-4,92,0.1,3,-10,0
NC(=S)NN=Cc1ccc(OC(=O)COc2cc(Cl)c(Cl)cc2Cl)cn1,4,3,-0.6,-5,-4,117,0.2,12,-6,1
O=C(Cn1nc(-c2ccc(Cl)cc2)ccc1=O)NCCCN1CCN(Cc2ccccc2)CC1,-1,10,2.9,-5,3,98,0.3,2,4,0
COc1ccc(OC)c(NC(=O)C2CCN(c3ncccn3)CC2)c1,-2,10,-2.5,2,-1,95,-0.2,9,4,1
Cc1ccc2[nH]c(O)c(N=Nc3nc4ccccc4s3)c2c1,-5,14,-1.0,-4,5,100,0.2,-8,1,15
CCn1nnc2cc(C(=O)OCC(=O)N(C)Cc3cccc(F)c3)ccc21,38,6,-1.4,1,5,98,0.1,4,-4,-1
COc1cccc(CN(C)C(=O)C2CCCN(C(=O)c3ccc(Cl)cc3)C2)c1 (configuration not stated),0,11,-0.2,1,-8,96,0.2,1,-2,-1
O=C(c1ccc(F)cc1Cl)N1CCN(CCc2ccccc2)CC1,-5,16,1.1,-4,0,95,0.1,-1,-8,-3
O=C1CC2c3ccccc3CCN2C(=O)CN1Cc1ccccc1 (configuration not stated),-3,nt,nt,-1,-5,100,0.2,nt,-9,0
O=C(NCC1CCCO1)c1cc(S(=O)(=O)Nc2ccc(Br)cc2)ccc1Cl (configuration not stated),-1,27,1.7,83*,-14,100,0.3,-3,-9,-2
O=C1CC(C(=O)Nc2cccc(Cl)c2)n2ncnc2N1 (configuration not stated),5,-5,-1.0,-5,0,94,-0.1,7,0,1
COc1ccc(NC(=O)CN2CCN(S(=O)(=O)c3ccc(Br)cc3)CC2)c(OC)c1,-1,10,-4.2,0,-4,103,0.0,-8,-4,-4
Cn1cccc1Cc1nnc(SCC(=O)Nc2nccs2)n1CCc1ccccc1,0,2,-0.8,0,-9,96,0.0,-7,-3,1
CC(OC(=O)Cc1ccsc1)C(=O)Nc1ccc(Cl)cn1 (configuration not stated),-13,16,-1.2,-2,-13,102,0.1,10,3,-1
